Source: PubChem BioAssay (National Center for Advancing Translational Sciences (NCATS))
PKM2 activator = qHTS Assay for Activators of Human Muscle isoform 2 Pyruvate Kinase; Pyruvate kinase PKM (Homo sapiens), P14618; purified PKM2, Kinase-Glo ATP luminescence, activation; response scale: 0% is enzyme alone, no compound; Potency, µM (series often up to 57.5 µM), inactives show top-dose activation, usual class: activators; 260,000 tested, 0.34% active; further: potency means the concentration at half of the fitted maximal effect; on the % scale 0 is the no-effect control and ±100 the full control effect; nearly all actives have a fitted effect of over 55% in size
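Purified hPK-M2 (>95%) run at intermediate activity with 0.1 mM ADP and 0.5 mM PEP in 50 mM imidazole pH 7.2, KCl, MgCl2; 1 h room temperature. ATP formed read by Kinase-Glo luminescence; normalized to uninhibited and no-enzyme controls.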
Coupling enz = qHTS Assay for Inhibitors of Fructose-1,6-bisphosphate Aldolase from Giardia Lamblia: Coupling assay counterscreen | coupling enzyme system counterscreen, AmpLite Red fluorescence | activity change, negative = inhibition, % at 58.2 µM, hits read low | 290,000 tested, 0.67% active; in the data active means activity change below about -30%; further: on the % scale 0 is the no-effect control and ±100 the full control effect
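Compounds tested against the coupling enzymes alone at 57.5 uM final; readout was AmpLite Red fluorescence (525/598 nm) after 20 min at RT.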
hERG WT inh = qHTS for Inhibitors of KCHN2 3.1: Wildtype qHTS. U2OS, BacMam KCNH2, thallium flux FluxOr; stronger effect = lower value. activity change, % at 1.84 µM. Voltage-gated inwardly rectifying potassium channel KCNH2 (Homo sapiens), Q12809. 340,000 tested, 0.37% active;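 active means maximum activity change below -70%; inconclusive means maximum activity change between -70% and -50%; inactive means maximum activity change above -50%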; further: on the % scale 0 is the no-effect control and ±100 the full control effect
Target sequence (Q12809 whole entry, looked up): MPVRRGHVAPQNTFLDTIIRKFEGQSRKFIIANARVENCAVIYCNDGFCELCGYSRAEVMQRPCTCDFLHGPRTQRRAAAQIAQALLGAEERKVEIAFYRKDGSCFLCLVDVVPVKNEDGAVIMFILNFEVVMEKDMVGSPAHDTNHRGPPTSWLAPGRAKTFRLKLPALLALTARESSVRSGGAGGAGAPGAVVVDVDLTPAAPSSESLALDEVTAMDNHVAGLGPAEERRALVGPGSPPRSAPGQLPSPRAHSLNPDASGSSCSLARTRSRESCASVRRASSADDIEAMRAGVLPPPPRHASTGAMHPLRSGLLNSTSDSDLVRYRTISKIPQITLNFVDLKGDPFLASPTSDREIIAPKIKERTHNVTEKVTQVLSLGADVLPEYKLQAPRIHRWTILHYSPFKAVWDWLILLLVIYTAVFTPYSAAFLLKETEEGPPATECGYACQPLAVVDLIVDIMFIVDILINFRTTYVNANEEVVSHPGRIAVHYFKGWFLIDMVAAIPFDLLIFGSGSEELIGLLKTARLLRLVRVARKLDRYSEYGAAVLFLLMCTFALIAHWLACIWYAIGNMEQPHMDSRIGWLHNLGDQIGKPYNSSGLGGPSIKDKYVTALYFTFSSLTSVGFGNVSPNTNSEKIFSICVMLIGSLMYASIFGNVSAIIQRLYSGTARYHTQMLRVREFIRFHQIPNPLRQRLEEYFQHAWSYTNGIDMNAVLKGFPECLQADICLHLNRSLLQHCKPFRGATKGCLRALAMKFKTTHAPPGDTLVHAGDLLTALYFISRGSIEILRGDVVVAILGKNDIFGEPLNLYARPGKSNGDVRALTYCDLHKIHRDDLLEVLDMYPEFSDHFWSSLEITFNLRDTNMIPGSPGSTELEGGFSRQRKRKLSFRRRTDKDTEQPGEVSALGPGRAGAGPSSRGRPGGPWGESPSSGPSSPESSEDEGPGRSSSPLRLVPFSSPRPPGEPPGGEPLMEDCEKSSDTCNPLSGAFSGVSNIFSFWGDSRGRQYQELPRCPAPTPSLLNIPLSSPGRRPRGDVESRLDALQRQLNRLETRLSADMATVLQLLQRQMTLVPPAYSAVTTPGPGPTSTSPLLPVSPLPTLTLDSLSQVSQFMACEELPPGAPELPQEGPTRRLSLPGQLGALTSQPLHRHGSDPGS
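U2OS cells were transduced with wild-type KCNH2 virus (2.03 x 10^8 / mL) for 4 h at room temperature, then cultured overnight at 37 C. Thallium flux was read with FluxOr dye. Rate constants were normalized to DMSO controls.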
B2AR arrestin = qHTS assay of beta-arrestin-biased ligands of beta2-adrenergic receptor | Beta-2 adrenergic receptor (Homo sapiens), P07550 | beta-arrestin recruitment to beta2AR, cell-based reporter | Potency, µM (highest dose often 46.1 µM), inactives show at the highest dose activation, hits mostly activators | 330,000 tested, 0.02% active;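 further: potency means the concentration at half of the fitted maximal effect; 0% = DMSO controls and full agonism = EC100 isoproterenol or metaproterenol; nearly all actives have a fitted effect of over 65% in size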
USP2a block = qHTS Assay for Inhibitors of Ubiquitin-specific Protease USP2a Using CHOP2 as the Reporter. Ubiquitin carboxyl-terminal hydrolase 2 (Homo sapiens), O75604. USP2 core, Ub-CHOP2 coupled fluorogenic reporter, 485/531. Potency, µM (series often up to 38.3 µM), for the others: top-dose activity change, negative = inhibition, actives largely listed as inhibitors. 330,000 tested, 0.01% active;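 further: potency means the concentration at half of the fitted maximal effect; plate controls were DMSO wells for no effect and full inhibition by NEM control for full effect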
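Cell-free coupled assay: 10nM USP2 core preincubated 30min RT with compound in Tris-HCl pH 8.0/CaCl2/CHAPS buffer, then 25nM Ub-CHOP2 and 25nM reporter substrate; fluorescence (Ex 485/Em 531) read after 60min RT, normalized to NEM inhibition, concentration-response curves fitted.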
TRPV1 agonist = HTS Assay for Compounds that Act as Agonists of the Vanilloid Receptor 1; 320,000 tested, 0.19% active; AID 540275, 2011; Transient receptor potential cation channel subfamily V member 1 (Homo sapiens), Q8NER1; TRPV1-expressing cells, Fluo-8 calcium influx, agonist mode; activation, % at 8.33 µM; in the data active means activation above about 80%; inconclusive means between about 30% and that limit; further: 0% is about no effect
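TRPV1-expressing cells were cultured overnight at 35.5C and loaded with Fluo-8 calcium dye for 40 to 90 min at room temperature. After a 10 s baseline, compound was added and calcium influx was read kinetically for 3 min (ex 480/em 520 nm).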
GALK inhibitor = qHTS Assay for Inhibitors of Human Galactokinase (GALK); P51570; Purified GALK, Kinase-Glo residual ATP luminescence; Potency, µM (doses to about 57.5 µM), without a hit: top-dose activity change, negative = inhibition, usual class: inhibitors; 270,000 tested, 0.007% active; AID 1868, 2009; further: potency means the concentration at half of the fitted maximal effect; on the % scale 0 is the no-effect control and ±100 the full control effect
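The enzyme phosphorylates galactose (100 uM) using ATP (35 uM); inhibition is detected as higher residual ATP, quantified by bioluminescence after 1 h reaction at room temperature, pH 8.0.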
KCNH2 3.1 block = qHTS for Inhibitors of KCHN2 3.1: Mutant qHTS. activity change, % (tested at about 1.8 µM). Potassium voltage-gated channel subfamily H member 2, brain isoform KCNH2 3.1 (human). 340,000 tested, 0.95% active. U2OS KCNH2 3.1, thallium flux FluxOr; stronger effect = lower value;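 active means maximum activity change below -70%; inconclusive means maximum activity change from -70% to -50%; inactive means maximum activity change above -50%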;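 further: thallium influx rate constant from kinetic fluorescence after stimulation buffer; on the % scale 0 is the no-effect control and ±100 the full control effect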
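U2OS cells transduced with KCNH2 3.1 mutant virus (1.77 x 10^8 /mL, 4 h), plated overnight at 37 C, loaded 45 min with FluxOr dye plus Red40 quencher. Thallium flux rate constant from kinetic reads after stimulation buffer, normalised to controls.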
Menin MLL FP TR = qHTS Assay for Inhibitors Targeting the Menin-MLL Interaction in MLL Related Leukemias: Competition With Texas Red Labeled MLL-derived Mutant Peptide; O00255; Menin + Texas Red MLL mutant peptide, fluorescence polarization; Potency, µM (highest dose often 61.6 µM), for the others: at the highest dose FP activity change, negative = inhibition, most hits filed as inhibitors; 270,000 tested, 0.23% active; active means well fitted inhibition curve with a large enough effect in the polarisation, with a control signal flat, not every such curve was filed as active; inconclusive means small, poorly fitted or top-dose-only effect, or effect the other way, or a change in a side signal; inactive means no such curve, though single readings can be large or run the other way; the % refers to the polarisation; further: potency means the concentration at half of the fitted maximal effect; % of control where 0% means no effect; many of its hits are not listed in these tables
CXXC DNA block = qHTS Fluorescence Polarization Assay for Inhibitors of MLL CXXC domain - DNA interaction. Histone-lysine N-methyltransferase 2A (Homo sapiens), Q03164. Potency, µM (titrated, usually from 115 µM), for the others: at the top dose activity change, negative = inhibition, actives largely listed as inhibitors. AID 2662, 2010. MLL-CXXC / FITC-HOXA9 DNA fluorescence polarization. 290,000 tested, 0.037% active; active means well fitted inhibition curve with a large enough effect in the polarisation, with a control signal flat, not every such curve was filed as active; inconclusive means small, poorly fitted or top-dose-only effect, or effect the other way, or a change in a side signal; inactive means no such curve, though single readings can be large or run the other way; the % refers to the polarisation; further: potency means the concentration at half of the fitted maximal effect
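Purified MLL-CXXC (added from a 7 uM solution) was preincubated 5 min at ambient with pinned compounds in 50 mM Tris-HCl pH 7.5, 50 mM NaCl, 1 mM DTT, 0.05% BSA. Fluorescein-labeled HOX-A9 DNA (50 nM solution) followed, 30 min, then polarization read.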
Giardia kill = Small Molecules that selectively kill Giardia lamblia: qHTS | Giardia lamblia trophozoite viability | activity change, % at 7.66 µM, hits read low | 340,000 tested, 0.15% active | AID 540267, 2011; in the data active means activity change below about -80%; inconclusive means between about -30% and that limit;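 further: parasites exposed to compound for two days anaerobically before the ATP read; on the % scale 0 is the no-effect control and ±100 the full control effect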
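Trophozoites 100 cells/well + cpd; 48 hrs, 37 deg C, anaerobic. ATPLite 1-Step added, 15-30 min RT, luminescence read (ATP-based viability).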
* = called active by the depositor; i = inactive; ? = inconclusive; . = not tested or not shown; & = joins results of further samples. Unless noted, the call rests on the fitted dose curve; in most records, active means well fitted curve in the direction sought with a large enough effect; inconclusive means small, poorly fitted or top-dose-only effect, or another doubt; inactive means no such curve, though single readings can be large; an effect the other way counts as inactive or inconclusive. Not all compounds are listed (hit frequency here may not be typical).

canonical_smiles	PKM2 activator	Coupling enz	hERG WT inh	B2AR arrestin	USP2a block	TRPV1 agonist	GALK inhibitor	KCNH2 3.1 block	Menin MLL FP TR	CXXC DNA block	Giardia kill
CCc1ccc(NC(=O)CSCc2nc(N)nc(Nc3ccccc3CC)n2)cc1	16%	0	4	-0.4%	6%	-1	0%	-5	-4%	1%	-8
COc1ccc(S(=O)(=O)N2C3CCC2CC(NC(=O)NC2CCCCC2)C3)cc1 (stereo not given)	-3%	0	24	-0.3%	1%	-3	0%	-3	11%	1%	-12
Cc1c(NC(=O)C(C)Oc2ccc(Br)cc2)c(=O)n(-c2ccccc2)n1C (stereo not given)	.	.	-1	-0.1%	1%	.	.	-3	.	.	-20
CCc1ccc(S(=O)(=O)c2nnn3c2nc(NCCNC(C)=O)c2ccccc23)cc1	11µM*	8	-6	0.2%	-1%	-2	5%	9	0%	19%	-7
Cc1ccc(OCCCC(=O)NNC(=O)c2ccccn2)cc1	.	.	-5	0.4%	-2%	.	.	-20	.	.	-11
O=C(NCc1n[nH]c(=S)n1-c1ccc(Br)cc1)c1ccc(S(=O)(=O)N2CCOCC2)cc1	6%	1	i	0.1%	6%	3	0%	-17	-2%	6%	-8
Cc1cccc2c1NC(=O)C2=Nc1ccc(Cl)cc1	1%	1	-4	-0.6%	2%	-5	-4%	-3	15%	-5%	17
O=C(O)CCC(=O)N1N=C(c2c(-c3ccccc3)c3cc(Cl)ccc3[nH]c2=O)CC1c1ccco1 (stereo not given)	-6%	5	9	-0.5%	2%	-2	1%	2	1%	1%	22
CCc1ccc(-c2cc(C(=O)NN3CCN(C)CC3)c3ccccc3n2)cc1	6%	2	0	-1.0%	-1%	6	2%	-10	-6%	6%	-18
CCOC(=O)NC(Nc1cc(C)on1)(C(F)(F)F)C(F)(F)F	6%	7	-2	-0.5%	-4%	11	2%	14	3%	-14%	5
COC(=O)Nc1cc([N+](=O)[O-])ccc1OC	-2%	-2	9	-1.5%	1%	-4	2%	-1	0%	7%	6
COc1ccc(CCN(Cc2cc3cc(C)c(C)cc3nc2Cl)C(=O)C2CC2)cc1	2%	-4	-4	0.1%	0%	23	0%	-5	-25%	-18%	-2
O=C(CSc1ncn[nH]1)N/N=C/c1ccc(Br)cc1	.	4	-5	0.2%	2%	2	-5%	1	4%	1%	-14
CCc1ccc2c(COC(=O)C3CSC4(C)CCC(=O)N34)cc(=O)oc2c1 (stereo not given)	.	.	-2	14%	-1%	?	.	15	.	.	0
O=C(NCCOc1ccc(F)cc1)C1CCC(=O)N(CCc2ccccn2)C1 (stereo not given)	-2%	0	2	0.1%	2%	5	-4%	-14	8%	-2%	11
C/C(=N\NC(=O)c1ccc([N+](=O)[O-])c(C)c1)c1ccccc1Cl	-1%	0	-6	-0.5%	-1%	-5	.	6	2%	-10%	4
CC(C)NC(=O)c1ccc(COCC(F)(F)C(F)F)cc1	-19%	1	-9	-0.1%	1%	1	-1%	-20	-1%	-1%	6
CCN(CC)CCNC(=O)C1CCCCN1S(=O)(=O)c1cccc([N+](=O)[O-])c1 (stereo not given)	1%	-1	7	-0.4%	-4%	3	0%	-17	-11%	-2%	2
COC(=O)[C@@]1(C)[C@H]2C(=O)N(C)C(=O)[C@H]2[C@H]2CN=C(SC)N21	.	.	-7	-0.6%	3%	.	.	-6	.	.	-1
CN(C)/C=N/S(=O)(=O)c1ccc(Cl)c(Cl)c1	-26%	2	5	14%	9%	-5	.	-1	.	4%	-9
c1cnc(N2CC[N+]3(CCCC3)CC2)nc1	-3%	1	-9	-0.7%	2%	0	5%	-22	-4%	-11%	-4
CCOc1ccc2oc(C(=O)N(C)CCc3ccc(OC)c(OC)c3)c(C)c2c1	.	.	-5	-0.4%	-1%	4	.	10	.	.	-18
Cc1c(C(=O)N2CCN(c3ccccn3)CC2)oc2c(F)cccc12	0%	1	9	0.1%	-5%	?	6%	-18	-15%	0%	-11
COc1ccc(-c2nnc3ccc(SC(C(C)=O)C(C)=O)nn23)cc1OC	-11%	1	-6	-0.1%	-3%	1	2%	-5	2%	-7%	3
CCNC(=S)Nc1ccc(NC(=O)c2ccccc2O)cc1	-6%	3	-11	-0.5%	-1%	-3	5%	2	.	-18%	-10
CC(CNC(=O)CN(C)CC(=O)Nc1ccccc1Br)c1ccccc1 (stereo not given)	.	.	2	-4.4%	-1%	3	.	2	.	.	14
O=C(NCCOc1ccccc1Cl)c1ncn[nH]1	0%	1	-1	0.1%	0%	2	-2%	-1	2%	-6%	7
O=C(Nc1ncccn1)c1ccc([N+](=O)[O-])cc1	-17%	-1	-6	-0.1%	1%	-2	0%	14	-8%	6%	6
COc1ccccc1/C=C/CN1CCC(Oc2cc(C(=O)NC3CC3)ccc2OC)CC1	.	.	-120*	0.1%	-1%	1	-7%	-101*	.	13%	15
COC(=O)Cc1c(C)c2ccc(OCc3nn[nH]n3)c(C)c2oc1=O	2%	6	15	-0.9%	0%	-4	-2%	-7	.	-6%	9

Entries of single compounds from above. Order of values: PKM2 activator, Coupling enz, hERG WT inh, B2AR arrestin, USP2a block, TRPV1 agonist, GALK inhibitor, KCNH2 3.1 block, Menin MLL FP TR, CXXC DNA block, Giardia kill
c1cnc(N2CC[N+]3(CCCC3)CC2)nc1 reads -3%, 1, -9, -0.7%, 2%, 0, 5%, -22, -4%, -11%, -4
COC(=O)Cc1c(C)c2ccc(OCc3nn[nH]n3)c(C)c2oc1=O reads 2%, 6, 15, -0.9%, 0%, -4, -2%, -7, ., -6%, 9
O=C(NCCOc1ccccc1Cl)c1ncn[nH]1 reads 0%, 1, -1, 0.1%, 0%, 2, -2%, -1, 2%, -6%, 7
CCOc1ccc2oc(C(=O)N(C)CCc3ccc(OC)c(OC)c3)c(C)c2c1 reads ., ., -5, -0.4%, -1%, 4, ., 10, ., ., -18

Later entries
canonical_smiles	PKM2 activator	Coupling enz	hERG WT inh	B2AR arrestin	USP2a block	TRPV1 agonist	GALK inhibitor	KCNH2 3.1 block	Menin MLL FP TR	CXXC DNA block	Giardia kill
COc1ccc(NC(=O)CCOc2ccccc2)c(OC)c1	2%	-1	7	0.2%	3%	7	0%	3	6%	-16%	4
Cc1ccc(C(=O)O)cc1NCc1ccncc1	1%	5	7	0.5%	0%	3	4%	-5	-10%	0%	3
N#Cc1ccc(N=c2ssnc2Cl)cc1	-24%	4	8&-16	-0.1%&-0.7%	1%&0%	-1&4	-3%	1&-5	6%	-7%	-12&5
O=C(O)c1ccc(S(=O)(=O)NC2CCCc3ccccc32)cc1 (stereo not given)	-3%	25	-1	0.3%	2%	-3	3%	-16	15%	-5%	1
COc1ccccc1CNC(=O)Cn1nnnc1CN(C)C(C)C	1%	0	1	-0.4%	-1%	1	5%	15	-6%	-15%	-15
O=C(CCNC(=O)c1ccccc1Cl)NNC(=O)c1ccccc1O	.	.	-6	-0.1%	1%	3	.	12	.	.	-3
Cn1c(N=Nc2ccccc2)nc2ccccc21	-83%	-26	2	-1.7%	-1%	20	10%	-17	-12%	4%	?
